Bioassay records as filed in PubChem BioAssay.
PGC1a acetyl inh – inhibitors of PGC1a acetylation signal, primary screen, cell-based, U2OS, AlphaScreen, inhibitor mode; AlphaScreen anti-acetyl-lysine; with virally co-expressed GCN5 acetyltransferase; inhibition, % at 15.6 µM; 0.17% of 350,000 active;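 active means every replicate shows inhibition of at least 40%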;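 further: 0% = neutral control wells and 100% = positive control wells; some results beyond the cut were filed as inactive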
F508del corr – F508del CFTR correction, initial screen, CFBE line, single point | AID 720511, 2013 | CFBE cells, YFP halide quenching; stimulated with forskolin plus potentiator P3; % fluorescence drop versus neutral controls | activity (quench increase), % at 7.58 µM | 0.36% of 350,000 active;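 active means mean added fluorescence quench of at least 8% versus neutral control, with both replicates also reaching 8%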;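 further: cells transiently co-express mutant CFTR-F508del with the halide-sensitive YFP; corrector assay measuring rescue of mutant channel to the surface after 24 h compound exposure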
FN deposit inh – inhibitors of fibronectin matrix deposition, primary screen, AH1F cells, Alexa488-fibronectin fluorescence, plate reader; 0.086% of 350,000 active; AH1F fibroblasts, overnight; inhibition, % at 12.6 µM;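 active means mean inhibition across replicates of 30% or more, regardless of how many single replicates reach that level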;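 further: positive control wells lacked labelled fibronectin entirely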
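Measured by – fluorescence 485/525 nm · System – AH1F fibroblast monolayer, labelled fibronectin deposition · Amount – 10000 cells per well · Buffer or medium – serum-reduced DMEM (2% serum) · Doses – single dose, pinned · Also added – fluorescent fibronectin at 24 nM final · Schedule – 1 h cell attachment, overnight exposure to compound and label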
miR122 inh – miR-122 Renilla sensor signal increase in Huh7, primary screen, miR-122 inhibitor project, cell-based, single point, plate reader | Huh7 miR-122 Renilla luciferase sensor, 48 h; neutral wells = 0, positive control = 100 | activation (reporter increase), % at 12.5 µM | 0.3% of 340,000 active;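 active means mean replicate activation score at least 90 and every replicate individually at or above 90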;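 further: higher luciferase means less miR-122 activity so hits act as miR-122 inhibitors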
Cneo AK release – Cryptococcus neoformans cell lysis inducers, primary screen, AK release luminescence, single concentration. C. neoformans lysis, adenylate kinase release luminescence, 4 h; normalised: neutral wells 0, clomiphene wells 100. lysis activity, % at 15 µM. 0.2% of 360,000 active. AID 651654, 2012;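 active means mean lysis activity across replicates of at least 80%, whatever share of replicates individually reach that level; inactive means mean lysis activity below 80%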
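Material: C. neoformans cells; Schedule: 4 h static compound exposure, 37 °C, read 1 h post-reagent; Measured by: adenylate kinase release luminescence; Read-out: signal increase indicating cell lysis; Controls: Clomiphene as positive lysis control.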
GSIS activator – GLuc luminescence reporter in INS-1E cells, primary screen for activators of glucose-dependent secretion of insulin; INS-1E GLuc reporter insulin secretion, 2-3 h; AID 743287, 2014; activation, % at 16.6 µM; 0.61% of 370,000 active;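 active means lowest replicate activation of at least 40%, so every replicate reaches that level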;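 further: 0% = median of neutral control wells and 100% = median of IBMX positive control wells; some compounds called inactive have numbers as strong as hits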
PglD DTNB – C. jejuni PglD acetyltransferase inhibitors, primary screen, biochemical, DTNB colorimetric, single point. inhibition, % at 12.5 µM. 0.098% of 360,000 active. purified PglD enzyme, DTNB colorimetric CoA detection; in the data active means inhibition above about 16%, passing the limit was not always enough; further: strong numbers were not always called active
Statin myotox sup – suppressors of statin myotoxicity in C2C12 myotubes, primary screen, cell-based, single point, plate reader. C2C12 myotubes + simvastatin, ATP luminescence, 48 h; scaled: DMSO 0, geranylgeraniol control 100. 0.78% of 330,000 active. rescue of ATP level, % at 7.49 µM. AID 602340, 2012;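 active means mean ATP rescue above about 67%, or every replicate alone reaching that limit, limit read from the data, passing the limit was not always enough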;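 further: myotubes were challenged with 10 µM simvastatin during compound exposure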
An asterisk follows results filed as active; . = no result given; & = joins results of further samples; [ ] = remark or other dose.

Every second line gives: PGC1a acetyl inh, F508del corr, FN deposit inh, miR122 inh, Cneo AK release, GSIS activator, PglD DTNB, Statin myotox sup
- C=CCn1c(SCC(N)=O)nc2sc3c(c2c1=O)CCC3
    5.1, -0.4, 9.9, -5.4, -0.7, -2.6, 5.6, -1.0
- c1cc(CNCCN2CCNCC2)ccn1
    3.2, -0.2, 3.8, ., -4.0, -2.4, 1.9, -5.5
- Cc1cc(C)cc(C(=O)NC(CC(N)=O)c2ccc(NCCN3CCOCC3)c([N+](=O)[O-])c2)c1 (stereo unspecified)
    -1.5, 0.0, -55.3, -1.6, -1.4, 17.2, 2.3, -1.2
- CCCC#Cc1cnc2c(c1)C(=O)N([C@H](C)CO)C[C@H](C)[C@H](CN(C)C(=O)Nc1cccc(F)c1)O2
    6.8, -3.2, -20.6, -4.0[16.7 µM], 0.8, -13.0, -1.1, 2.8
- CCOC(=O)c1ccc(S(=O)(=O)N2CCN(C(=O)c3cc4ccccc4o3)CC2)cc1
    -6.1, -0.2, ., -5.5, 2.5, 22.1, -6.8, -9.8
- Cc1nc2cc(NCc3cccs3)ccc2n1C
    -4.1, -0.8, 4.5, 2.5, -2.5, ., 3.7, -4.7
- Cc1coc2c(C)c3oc(=O)c(CCC(=O)NCCCN4CCOCC4)c(C)c3cc12
    -19.2, 2.6, ., -3.1, 4.9, ., -0.1, -7.4
- Cc1ccc(S(=O)(=O)NCC[C@@H]2CC[C@@H](NC(=O)c3cccnc3)[C@@H](CO)O2)cc1
    -0.7, -1.6, 3.6, ., -0.7, 5.4, 0.9, -7.3
- C[C@H]1CN([C@@H](C)CO)S(=O)(=O)c2ccc(C3=CCCC3)cc2O[C@@H]1CN(C)CC1CCOCC1
    -9.8, -1.2, ., ., -2.2, -9.2, 1.0, -6.7
- COc1ccccc1CNC(=O)C[C@H]1C[C@H]2c3cc(NS(C)(=O)=O)ccc3O[C@H]2[C@@H](CO)O1
    6.3, -1.3, -10.7, 4.7[16.7 µM], 15.0, 5.1, 3.2, -4.8
- CCC(c1nnnn1C1CCCCC1)N1CCN(C(=O)c2ccco2)CC1 (stereo unspecified)
    3.7, 1.6, -3.1, 1.5, 0.5, -12.4, -8.9, 7.5
- CCOCCCNC(=S)N1CCC(C(=O)c2ccc(C)cc2)CC1
    ., 0.3, 2.8, ., -2.1, -26.5, -1.3, -16.9
- CC(=O)c1cccc(OCc2cc(C(=O)N3CCSCC3)no2)c1
    ., 3.7, -9.8, ., -0.2, 10.9, ., .
- CCC(=O)N(C)C[C@H]1Oc2cc(-c3cccnc3)ccc2S(=O)(=O)N([C@H](C)CO)C[C@@H]1C
    5.8, 0.6, 1.8, -4.7[16.7 µM], 5.8, 18.8, 0.5, 9.4
- N#C/C(=C\c1ccccc1OCc1ccc(C(=O)O)cc1)c1ccccc1
    10.3, 5.0, 0.1, -0.9, -19.0, 9.9, -4.8, 1.3
- CCCN(C)C[C@@H]1OCCCC[C@@H](C)Oc2ccc(NS(=O)(=O)c3ccccc3)cc2C(=O)N([C@@H](C)CO)C[C@@H]1C
    -2.0, 0.6, -2.3, -7.1[16.7 µM], -0.8, 4.4, 4.6, -18.0
- O=C(NC1CCCC1)[C@H]1[C@H](CO)[C@H]2Cn3c(ccc(-c4ccccc4)c3=O)[C@H]2N1CCc1ccccc1
    ., 1.1, ., -0.3[16.7 µM], -3.9, -21.9, -4.3, 12.8
- CCCCn1nnnc1C(c1ccc(OC)cc1)N1CCN(C/C=C/c2ccccc2)CC1 (stereo unspecified)
    -4.4, -3.4, -4.7, 14.1, -20.7, -32.2, 1.9, 5.4
- Cc1ccc(-c2cc(-c3ccc4c(c3)OCO4)c(C#N)c(N)n2)o1
    -40.4, ., 19.8, 2.0, -0.8, ., -0.9, -9.0
- COc1ccc(/C=N/n2c(=O)[nH]c3c([nH]c4ccc(Cl)cc43)c2=O)cc1CN1CCCCC1
    -10.3, -0.4, -2.1, -2.8, 1.3, 9.1, 5.5, .
- CC(=O)N1c2c(cc(Br)cc2S(=O)(=O)Nc2c(C)n(C)n(-c3ccccc3)c2=O)CC1C (stereo unspecified)
    -1.8, -2.4, 4.6, ., ., 13.4, ., .
- Cc1cc(C)c2cc3c(ccn3C3OC[C@H](O)[C@H](O)[C@H]3O)cc2n1 (stereo partly specified)
    6.6, ., ., 0.4, 2.0, 18.0, -12.1, -4.1
- COc1ccc(CN2C[C@@H](CO)O[C@@H](n3cnc4c(NCCN(C)C)ncnc43)C2)cc1
    6.8, 3.7, -35.9, -5.5, -1.4, -1.5, -4.0, -0.6
- COc1ccc(C#Cc2ccc3c(c2)[C@H]2[C@H](CCN2S(=O)(=O)c2cccc(OC)c2)[C@H](CO)N3C)cc1
    2.8, 1.6, -15.4, 31.6[16.7 µM], 5.3, 13.6, 0.0, 13.0
- CCOP(=O)(OCC)C(NC(=O)Nc1ccc(C)cc1)C(N)=O (stereo unspecified)
    5.0, -2.1, 1.3, -1.2, -0.2, -7.0, -1.3, .
- COC(C[C@H]1O[C@H]1C(=O)[C@@H](C)OCc1ccccc1)OC
    1.7, -0.8, 7.2, 4.4, 0.8, -4.5, -1.1, -16.9
- COc1ccc(OC)c(NC(=O)c2nc3ccccc3s2)c1
    10.6, 1.9, 11.5, ., ., 14.9, ., .
- CCOC(=O)c1c(C)cc(C)n2c1nc1ccccc12
    6.4, ., -0.3, -7.6, -4.6, ., 1.8, -28.4
- CCCNc1nc2c(c(=O)[nH]c(=O)n2C)n1CCOc1ccccc1
    3.5, -1.2, -0.4, -6.9, 3.4, 17.8, 4.3, 4.1
- Cc1cccn2c(=O)c3cc(C(=O)NCc4ccco4)c(=N)n(C4CCCCC4)c3nc12
    ., ., ., 5.3, 1.2, ., 2.4, -23.5
- O=C(CN1CCOCC1)NCC[C@H]1CC[C@@H](NC(=O)Nc2ccc(Cl)cc2)[C@H](CO)O1
    3.5, 1.7, ., ., -7.2, 3.6, -0.8, 2.7
- Cc1noc(C)c1COc1ccc(C(=O)N2CCCC(C(F)(F)F)C2)cc1 (stereo unspecified)
    ., 1.3, 4.5, ., -1.9, -14.2, 3.4, 3.2
- CCN1C(C)=C(C)S/C1=C1\SC(=S)N(NC(C)=O)C1=O
    -2.3, -1.0, -0.8, 0.1, 3.1, 26.1, -2.8, 10.7
- CCOC(=O)CNC(=O)CSc1nnc(COc2ccc(Cl)cc2)n1CC
    -0.7, ., ., 5.1, 3.5, 16.8, 6.2, -7.1
- COc1ccc(NC(=O)CCNS(=O)(=O)c2cccc3nonc23)cc1
    -5.6, 0.4, -4.2, 1.6, -2.1, 3.2, -2.1, 10.5
- C[C@H]1CN([C@@H](C)CO)C(=O)c2cc(NC(=O)Cc3cn(C)c4ccccc34)ccc2O[C@H]1CN(C)S(=O)(=O)c1ccc(F)cc1
    -11.9, 1.7, ., -2.7[16.7 µM], -1.6, -3.6, 0.8, .
- c1ccc(NN(Cc2ccccn2)c2ccccc2)cc1
    -7.6, 2.8, 4.1, 1.1, 1.2, -20.0, 1.6, -8.2
- C=CCOc1cccn2c(N(C=O)Cc3ccc(OC)cc3)c(CC)nc12
    ., -2.4, 3.2, -6.1, 0.0, 19.3, -4.6, 1.2
- COc1ccc(C(=O)N2CCCC(CO)(Cc3ccccc3C)C2)o1 (stereo unspecified)
    ., -0.4, -5.5, ., 2.2, 1.0, -4.9, .
- CCOC(=O)c1cnc(SCC(=O)Nc2nnc(CC)s2)nc1N
    8.1, -1.4, ., -7.0, 7.1, 9.7, -2.9, 0.4
- O=C1SCCc2c1n(Cc1ccccc1)c1ccccc21
    -15.6, ., ., 9.2, 11.0, ., 0.8, 11.9
- CC(C)C#Cc1cnc2c(c1)C(=O)N([C@H](C)CO)C[C@H](C)[C@@H](CN(C)C(=O)c1cccnc1)O2
    -4.7, -1.6, -6.9, 1.8[16.7 µM], -4.2, 11.5, -1.2, 8.7
- C[C@@H]1CN([C@@H](C)CO)C(=O)c2cc(C#CCC3CCCC3)cnc2O[C@@H]1CN(C)Cc1ccccn1
    -6.5, 2.3, -1.7, 3.4[16.7 µM], 5.8, 13.4, 12.7, -11.9
- COC(=O)N(C)C[C@@H]1OCc2cn(nn2)CCCC(=O)N([C@@H](C)CO)C[C@H]1C
    5.3&3.1&3.0, 0.4&-2.1&-2.4, -2.8&-2.8, 3.2, -1.1&15.5, -2.2&5.1, -1.6&0.2, 7.0&2.9&4.0
- CCOC(=O)c1cnn(-c2cccc(Cl)c2)c1N
    7.5, ., 4.8, -9.1, -2.0, ., 2.2, -3.0

Record cards, from the list above:
C[C@H]1CN([C@@H](C)CO)C(=O)c2cc(NC(=O)Cc3cn(C)c4ccccc34)ccc2O[C@H]1CN(C)S(=O)(=O)c1ccc(F)cc1 reads PGC1a acetyl inh = -11.9; F508del corr = 1.7; FN deposit inh = .; miR122 inh = -2.7[16.7 µM]; Cneo AK release = -1.6; GSIS activator = -3.6; PglD DTNB = 0.8; Statin myotox sup = .
COc1ccc(NC(=O)CCNS(=O)(=O)c2cccc3nonc23)cc1 reads PGC1a acetyl inh = -5.6; F508del corr = 0.4; FN deposit inh = -4.2; miR122 inh = 1.6; Cneo AK release = -2.1; GSIS activator = 3.2; PglD DTNB = -2.1; Statin myotox sup = 10.5
CCN1C(C)=C(C)S/C1=C1\SC(=S)N(NC(C)=O)C1=O reads PGC1a acetyl inh = -2.3; F508del corr = -1.0; FN deposit inh = -0.8; miR122 inh = 0.1; Cneo AK release = 3.1; GSIS activator = 26.1; PglD DTNB = -2.8; Statin myotox sup = 10.7

Further results
Every second line gives: PGC1a acetyl inh, F508del corr, FN deposit inh, miR122 inh, Cneo AK release, GSIS activator, PglD DTNB, Statin myotox sup
- Cn1nnnc1SCC(=O)N1CCc2ccccc2C1
    -7.2, ., -3.3, -8.4, -3.5, ., ., .
- S=c1[nH]nc(CSCc2ccc(Cl)cc2Cl)n1-c1ccccc1
    2.5, ., ., 2.2, 17.5, 1.0, 0.1, 52.4
- COc1ccc(S(=O)(=O)N(C)C[C@H]2OCCCC[C@H](C)Oc3ccc(NC(=O)CCCN(C)C)cc3C(=O)N([C@H](C)CO)C[C@@H]2C)cc1
    -5.8, -1.2, ., 6.6[16.7 µM], -0.2, 29.6, 1.5, .
- S=C(NCCOCCOCCNC(=S)Nc1ccccc1)Nc1ccccc1
    ., ., -3.3, ., -0.6, 2.2, -3.2, .
- Cc1c(OC(C(=O)O)c2ccccc2)ccc2c1oc(=O)c1ccccc12 (stereo unspecified)
    ., 1.0, -8.4, ., 0.9, -1.8, 5.1, 5.4
- COc1cc(OC)cc(C(=O)O/N=C(\N)c2cccc(C)c2)c1
    ., -0.6, 4.5, 2.1, -0.6, 9.8, 0.9, -1.6
- Cc1ccc(CNCCCSc2ncccn2)cc1
    ., -1.1, 6.1, -2.9, 0.9, 3.8, -7.0, 16.9
- CCN(CCNC(=O)CS(=O)(=O)Cc1nc(-c2cccc(OC)c2)oc1C)c1ccccc1
    12.7, ., -7.3, -8.3, 3.7, ., 10.6, 0.2
- O=C(C[C@@H]1C=C[C@H](NC(=O)C2CCC2)[C@H](CO)O1)NC1CCC1
    -6.4, -2.7, ., 3.5[16.7 µM], -1.0, -2.7, 0.4, 0.2
- Cc1ccccc1-n1nc2c(c1NC(=O)C1CCCC1)CS(=O)(=O)C2
    -9.0, -0.2, -4.5, -2.9, -5.1, 7.8, -0.4, 28.3
- Cc1[nH]c2ccc(F)cc2c(=O)c1SC(F)(F)C(F)F
    ., ., -0.4, 4.0, -1.1, ., -0.6, 8.1
